From PubChem BioAssay
CCHFV vOTU inh = CCHFV vOTU protease inhibitors, primary screen, biochemical, Pep-AMC substrate, fluorescence | 370,000 compounds, 0.55% hits | inhibition, % at 11.5 µM | AID 651958, 2012 | Crimean-Congo hemorrhagic fever virus L polyprotein viral ovarian tumor (vOTU) protease …; in the data active = inhibition above about 30%; note: 0% = vehicle wells with enzyme and 100% = no enzyme wells
PrPC TRFRET = inhibitors of human cell surface prion protein PrPC, primary screen, cell-based, TR-FRET | AID 720596, 2013 | 370,000 compounds, 0.43% hits | inhibition, % at 13.8 µM | TR-FRET read-out; in the data active = inhibition above about 24%; note: 0% = median of the test wells and 100% = reference compound wells
Starred values were filed as active, the others as inactive. An excerpt; the hit share may differ from the screen's.

SMILES	CCHFV vOTU inh	PrPC TRFRET
COC(=O)[C@H](C(C)C)N(Cc1cn(CC2CCCCC2)nn1)S(=O)(=O)c1ccc(F)cc1Br	18	8
Cn1c(=O)c2[nH]c(SCC(=O)NCCc3cccc(F)c3)nc2n(C)c1=O	-6	-2
O=C(N[C@H](C(=O)N1CCC[C@H]1C(=O)NCc1ccccc1)c1ccccc1)c1ccc(Cl)c(Cl)c1	-3	3
O=C(CSc1nnc(SCc2cccc3ccccc23)s1)Nc1ccccc1-c1ccccc1	2	2
COCc1cc(N2CCNC[C@@H]2C)ccc1N1CCS(=O)(=O)CC1	-8	-2
Cc1ccc2nc(-c3ccc(CN4CCC(n5cc(-c6ccccc6)[nH]c5=O)CC4)cc3)c(-c3ccccc3)nc2c1	-10	-2
O=C(CN(CCc1ccccc1)S(=O)(=O)c1ccc(F)cc1)N1CCOCC1	-1	-4
COc1ccc(C(C(=O)NC(C)(C)C)n2c(-c3ccc(C(F)(F)F)cc3)nc3ccccc32)cc1 (configuration not stated)	7	-3
Cc1cccc(C(=O)Nc2nc3ncccn3c2-c2ccccc2)c1	-21	2
CCNC(=O)N1CCN(c2ccc(N3CCN(Cc4ccccc4)[C@@H](C)C3)c(C)c2)[C@@H](C)C1	14	-6
COC(=O)[C@@]12CCCCC=C1N(CCc1ccc(Cl)cc1)C(=O)[C@H]2CC(=O)NCc1cccc(C(F)(F)F)c1	12	7
COc1cc(NC(=O)C2CCCN(S(=O)(=O)c3cccs3)C2)cc(OC)c1 (configuration not stated)	-7	3
CCCC(=O)OC[C@H]1CN(C2CCCC2)S(=O)(=O)c2c(Oc3ccccc3)cccc2O1	-1	8
COC(=O)c1cc(-c2ccc3ccccc3c2)c(=O)n2c1CCC2	-20	-16
CCOc1ccc(-n2c(SCC(=O)Nc3cccc4ccccc34)nnc2-c2ccco2)cc1	3	-6
CCCC/C=C1/[C@@H](c2ccc(Cl)cc2)N(Cc2ccc3c(c2)OCO3)C2=N[C@@H](c3ccccc3)CC(=O)N21	5	1
COC(=O)[C@]12C[C@H](CC(=O)NCCCCc3ccccc3)C(=O)N(Cc3cccc4ccccc34)C1=C[C@H](C1CCCC1)O[C@@H]2C	29	-9
CCCCCCCCN1C(=O)[C@H](CC(=O)NCCCCc2ccccc2)C[C@@]2(C(=O)OC)CC(C)(C)CC=C12	2	5
COc1ccc(-c2cc(NC(=O)Cc3c[nH]c4ccccc34)ccc2N(C)c2cccnc2)cc1F	7	-6
Cc1ccccc1CS(=O)(=O)Cc1ccc(C(=O)Nc2ccc(Cl)cc2)o1	-2	8

Gathered by group: the compounds so far containing sulfur.
SMILES	CCHFV vOTU inh	PrPC TRFRET
COC(=O)[C@H](C(C)C)N(Cc1cn(CC2CCCCC2)nn1)S(=O)(=O)c1ccc(F)cc1Br	18	8
Cn1c(=O)c2[nH]c(SCC(=O)NCCc3cccc(F)c3)nc2n(C)c1=O	-6	-2
O=C(CSc1nnc(SCc2cccc3ccccc23)s1)Nc1ccccc1-c1ccccc1	2	2
COCc1cc(N2CCNC[C@@H]2C)ccc1N1CCS(=O)(=O)CC1	-8	-2
O=C(CN(CCc1ccccc1)S(=O)(=O)c1ccc(F)cc1)N1CCOCC1	-1	-4
COc1cc(NC(=O)C2CCCN(S(=O)(=O)c3cccs3)C2)cc(OC)c1 (configuration not stated)	-7	3
CCCC(=O)OC[C@H]1CN(C2CCCC2)S(=O)(=O)c2c(Oc3ccccc3)cccc2O1	-1	8
CCOc1ccc(-n2c(SCC(=O)Nc3cccc4ccccc34)nnc2-c2ccco2)cc1	3	-6
Cc1ccccc1CS(=O)(=O)Cc1ccc(C(=O)Nc2ccc(Cl)cc2)o1	-2	8

(continued)
SMILES	CCHFV vOTU inh	PrPC TRFRET
CCOC(=O)N1CCN(C(=O)C[C@H]2C[C@@]3(C(=O)OC)C(=C[C@H](C(C)C)O[C@@H]3C3CC3)N(CCC3=CCCCC3)C2=O)CC1	18	-1
O=C(NCc1cccc2ccccc12)C1CCCN(c2nc3ccccc3o2)C1 (configuration not stated)	1	-5
CN(CCO)C1CN(Cc2cn(Cc3ccccc3F)nn2)S(=O)(=O)C1 (configuration not stated)	-7	7
COC(=O)C1=C(C)N(Cc2ccccc2C(F)(F)F)C(=NCc2ccc(C(F)(F)F)cc2)NC1c1cccc(Cl)c1 (configuration not stated)	36*	9
O=C(Nc1c(-c2ccccc2)[nH][nH]c1=O)c1ccccc1	24	-2
COC(=O)[C@@]12C[C@@H](CC(=O)NCc3ccccc3)C(=O)N(CCc3ccc(OC)c(OC)c3)C1=CCC(C)(C)C2	20	1
COC(=O)[C@]12C[C@H](CC(=O)NCCC(C)C)C(=O)N(CCC3=CCCCC3)C1=C[C@H](COCc1ccccc1)O[C@@H]2C	9	-3
CCCC#C/C(CCC)=C1\c2ccccc2C(=O)N1c1ccccc1	2	-2
O=C(OC12CCCN(C1)/C(=C/c1ccccc1)C2)c1cccc(F)c1 (configuration not stated)	10	4
CCn1c2ccccc2c2cc(NC(=O)COC(=O)c3cccc(F)c3)ccc21	-4	-1
COP(=O)(CC(=O)O)C(CC(C)C)NC(=O)OCc1ccccc1 (configuration not stated)	-11	3
O=C(C[C@H]1CC[C@@H]2[C@H](COC[C@H](O)CN2Cc2cccc(F)c2)O1)NCc1cccc(F)c1	6	0
COc1ccc(C=Nn2c(-c3ccc(F)cc3)n[nH]c2=S)cc1OCc1ccccc1	0	-2
COC(=O)c1ccc(N)c2c(N)ccc(C(=O)OC)c12	7	-14
CN(C)c1cccc(/C=C2\CC3(OC(=O)c4cccc(F)c4)CCCN2C3)c1 (configuration not stated)	22	7
O=C(C(=O)N1CCN(c2ccccc2F)CC1)c1ccccc1	14	8
COC(=O)C1=C(C)N(C)C(=NCc2ccccc2)NC1c1cccc(Cl)c1 (configuration not stated)	-6	-13
CCCCOc1ccc(C(=O)n2ccc3ccc(-c4ccc5ccn(Cc6ccc(OC)cc6)c5c4)cc32)cc1	16	3
Cc1ccc2c(c1)C1CS(=O)(=O)N(Cc3ccc(F)cc3)CN1C2 (configuration not stated)	0	-11
N#Cc1cccc(-c2ccccc2C(=O)NC2CCCCN(Cc3ccc(Cl)cc3)C2=O)c1 (configuration not stated)	0	-3

2 entries drawn at random from the list so far, as already listed:
SMILES	CCHFV vOTU inh	PrPC TRFRET
COC(=O)[C@]12C[C@H](CC(=O)NCCC(C)C)C(=O)N(CCC3=CCCCC3)C1=C[C@H](COCc1ccccc1)O[C@@H]2C	9	-3
COc1ccc(C=Nn2c(-c3ccc(F)cc3)n[nH]c2=S)cc1OCc1ccccc1	0	-2

New compounds follow.
SMILES	CCHFV vOTU inh	PrPC TRFRET
CN1CCCCC(NC(=O)c2cccc(C(F)(F)F)c2)C1=O (configuration not stated)	-1	-12
COC(=O)[C@]12C[C@H](CC(=O)NCCc3ccccc3OC)C(=O)N(CCC3=CCCCC3)C1=C[C@H](C(C)C)O[C@@H]2C1CC1	16	-1
COc1cccc(CC(=O)O[C@@H]2CCC[C@@]3(C(=O)N(Cc4ccccc4)c4ccccc43)[C@H]2NC(=O)CCc2ccccc2)c1	2	15
NC(Cc1ccccc1)[P+](=O)O (configuration not stated)	4	-1
Clc1ccccc1-c1nn2c(-c3cc(-c4ccccc4)n[nH]3)nnc2s1	4	7
Nn1c(SCC(=O)N2c3ccccc3Sc3ccccc32)nnc1-c1n[nH]c2c1CCC2	10	11
CC(C)[C@H](NC(=O)CC1CCCC1)C(=O)N1CCC[C@H]1C(=O)NCCc1ccccc1Cl	1	-3
CC(C)(C)NC(=O)C(c1cccc2ccccc12)n1c(=O)c(-c2ccco2)nc2ccccc21 (configuration not stated)	17	3
CC(C)N(c1cc(=O)nc2ccccn12)C(C)C	5	-1
CCCCNC(=O)C1C(c2ccc(OC)cc2)=Nc2ccccc2N1C(=O)c1ccncc1 (configuration not stated)	-2	2
CCCCCCCCCCCCNC[C@@H]1CSCCS(=O)(=O)N1	-1	4
COc1ccc(C(=O)OCCN(C)C2CN(Cc3cn(Cc4cccc(F)c4)nn3)S(=O)(=O)C2)cc1OC (configuration not stated)	4	-3
CCCCCCCCCCCCN1CCSCCS1(=O)=O	12	-7
CC(C)(C)NC(=O)C(c1ccccc1)n1c(=O)c(-c2ccccc2)nc2ccccc21 (configuration not stated)	-21	9
O=C(NCc1ccc(F)cc1)C1CCCN(c2nc3ccccc3o2)C1 (configuration not stated)	3	8
CC(C)NC(=O)N[C@@H]1C[C@@H]2O[C@@H](CO)CC[C@@H]2O[C@@H]1CCc1ccc(-c2ccc(F)cc2)cc1	-1	-10
Cc1cccc2nc(-c3ccccc3)c(-c3ccc(CN4CCC5(CC4)CNc4ccccc45)cc3)nc12	24	6
CCCCCNC(=O)C(c1cc2ccccc2o1)n1c(=O)c(-c2ccco2)nc2ccccc21 (configuration not stated)	26	12
Cc1cc(C)cc(NC(=O)N2CCC(c3nc4ccc(Cl)cc4[nH]3)CC2)c1	16	5
Cc1ccc(C(=O)NC2CCCCN(Cc3ccc(Cl)cc3)C2=O)c(C)c1 (configuration not stated)	8	1
COc1ccc(C#Cc2ccc3c(c2)[C@H]2[C@H](CCN2S(=O)(=O)c2ccccc2F)[C@H](CO)N3C)cc1	8	1
CCCNC(=O)N[C@H]1C=C[C@H](CC(=O)NC2CCCCC2)O[C@@H]1CO	8	-5
CC(C)(C)OC(=O)N[C@H]1C=C[C@@H](CC(=O)OCC(F)(F)F)C1	4	6
C#CCNC(=O)C[C@H]1C[C@@]2(C(=O)OC)C(=C[C@H](C(C)C)O[C@@H]2C2CC2)N(Cc2cccc3ccccc23)C1=O	14	7
COC(=O)C1=C(C)N(Cc2ccc(C(F)(F)F)cc2)C(=NCc2ccccc2)NC1c1ccc(C(F)(F)F)cc1 (configuration not stated)	17	-11
C=CC[C@]1(c2ccccc2)C(=O)N2C[C@H]3CON(C)[C@H]3C[C@H]2c2ccccc21	-4	4
COC(=O)[C@]12C[C@H](CC(=O)NCc3cccs3)C(=O)N(CCc3ccc(OC)c(OC)c3)C1=C[C@H](COCc1ccccc1)O[C@@H]2C	4	5
CCOC(=O)c1ccc(NC(=O)CSc2nnc(-c3cccc(C)c3)n2C)cc1	3	-2
COCC#Cc1ccc2c(c1)O[C@H](CN(C)C(=O)c1ccccc1)[C@@H](C)CN([C@H](C)CO)S2(=O)=O	20	-8
Cc1ccc(Cn2cc(COC(=O)N3CCOCC3)nn2)cc1	10	3
O=C(OC1CC2CCC(C1)[N+]21CCCC1)C(O)(c1ccccc1)c1ccccc1 (configuration not stated)	10	2
CCOc1ccc(C2CC=C(C(=O)O)CN2S(=O)(=O)c2ccc(C)cc2)cc1 (configuration not stated)	3	7
COc1ccc(C#CCN(C)/C(N)=N/C(=O)OCc2ccccc2)cc1	-3	1
COc1ccc(C(=O)NCCNc2nc3cc(C)cc(C)c3cc2C#N)nc1	-10	-1
C[C@@H]1ON(C)[C@H]2C[C@H]3c4cc(N5CCN(C)CC5)ccc4CCN3C[C@@H]12	-7	2
Cc1cc2c(nc1C)CCCN2S(=O)(=O)c1c(C)noc1C	5	-7
c1cncc(-c2ccc3n2Cc2cnnn2-c2ccccc2-3)c1	-5	4
Cc1[nH]c2ccccc2c1CC(=O)Nc1ccc(N(C)c2cccnc2)c(-c2cccc(Cl)c2)c1	5	10
CCOc1ccc(-n2c(SCC(=O)Nc3cccc4ccccc34)nnc2-c2ccncc2)cc1	8	-4
O=C(N[C@H](C(=O)N1CCC[C@H]1C(=O)NC1CCCC1)C1CCCCC1)c1ccco1	-4	-6
COC(=O)N(C)C[C@H]1OCc2cnnn2CCCC(=O)N([C@H](C)CO)C[C@@H]1C	4	-1
CCc1ccc(C2=CC(=O)CC(C)(C)C2=O)cc1	-5	2
CCOC(=O)c1cccc(-c2cc(C(=O)OC)c3n(c2=O)CCC3)c1	-1	3
Cc1ccc(-c2nnc3n2N=C(c2ccc4ccccc4c2)CS3)cc1	-1	-2
CCCCOCCCNC(=O)C[C@H]1C[C@@]2(C(=O)OC)C(=C[C@H](C(C)C)O[C@@H]2C2CC2)N(Cc2ccco2)C1=O	10	4
CCOC(=O)CC[C@H]1CC[C@]2(CCCN(Cc3ccccc3)C2)O1	9	-7
NC(=O)C12NC(Cc3ccccc31)c1ccccc12 (configuration not stated)	0	-2
C[C@@]12CC[C@@H](c3cc4c(cc3C1)OCO4)N2c1ccccc1	1	4
COC(=O)C[C@@H]1CC[C@H](NS(=O)(=O)c2cccc(F)c2)[C@@H](CO)O1	-1	-8
Cc1cccc(-c2cccc3c4c([nH]c23)[C@@H]2C[C@H](N(C)C(=O)c3cccc(Cl)c3)[C@H]([C@H](C)O)CN2CC4)c1	4	-11
CCNC(=O)N(C)[C@H]1C[C@H]2c3[nH]c4c(-c5ccccc5)cccc4c3CCN2C(=O)[C@H]1[C@H](C)O	-6	-1
COC(=O)[C@H](C(C)C)N1Cc2nnn(Cc3ccccc3)c2-c2ccccc2S1(=O)=O	1	9
O=C(NCc1ccccc1)N1CCC(c2nc3ccc(Cl)cc3[nH]2)CC1	7	3
Cc1ccc(C2=CC(=O)CC(C)(C)C2=O)cc1	-7	6
Cc1ccsc1S(=O)(=O)n1c(CN2CCOCC2)nc2ccccc21	0	-10
C=CCN1[C@H](Cc2ccccc2)COc2cccc(N3CCSCC3)c2S1(=O)=O	0	5
CC(C)C[C@H]1COc2cccc(NCCO)c2S(=O)(=O)N1	4	2
C[C@@H]1CN([C@H](C)CO)C(=O)CCCn2nncc2CO[C@H]1CN(C)C(=O)Nc1ccc2c(c1)OCCO2	-5	8
O=C1C=C(OCCF)CC(c2cccc([N+](=O)[O-])c2)O1 (configuration not stated)	-1	-33
Nc1ccn([C@@H]2O[C@H](C(=O)N[C@H](Cc3ccccc3)C(=O)N3CCC(F)(F)CC3)[C@@H](O)[C@H]2O)c(=O)n1	-25	-2
